NOD2-RIPK2 inh: inhibitors of human NOD2-RIPK2 interaction. CHO BLA complementation NOD2-RIPK2, CCF4 ratio. 0.38% of 360,000 active. inhibition, % at 4.98 µM. O43353; in the data active = inhibition above about 21%;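 note: 0% = vehicle only and 100% = reference blocker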
NCOA1 inh: inhibits human SRC1 coactivator; Q15788; HEK293 GAL4-SRC1 luciferase reporter, luminescence; inhibition, % at 3.6 µM; 0.12% of 360,000 active; AID 588354;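 active = inhibition above the campaign mean plus 3 SD, with each screening campaign given its own cutoff, cut at about 60% in these data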;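 note: 0% = DMSO treated cells and 100% = gossypol at 36 µM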
NCOA2 inhibitor: human SRC2 (NCOA2) inhibition; 0.17% of 370,000 active; HEK293 GAL4-SRC2 luciferase reporter, luminescence; inhibition, % at 9 µM; Q15596;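 active = inhibition above the mean inhibition of all tested compounds plus 3 SD, set per campaign, cut at about 52% in these data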;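 note: 0% = DMSO treated cells and 100% = cells given Gossypol at 36 µM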
TLR9-MyD88 inh: inhibitors of human TLR9-MyD88 binding. inhibition, % at 4.98 µM. 0.21% of 340,000 active. Q9NR96+Q99836. CHO BLA complementation TLR9-MyD88, CCF4 FRET ratio;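 active = inhibition above the mean over all tested compounds plus 3 SD, cut at about 21% in these data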;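 note: 0% = DMSO only wells and 100% = clavulanate BLA inhibitor control wells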
TROY signal inh: blocks TROY-dependent signaling in reporter cells. Q293 LMP1-TROYcd NF-kB luciferase reporter, 4 h. inhibition, % at 10 µM. 0.98% of 360,000 active. AID 1347056;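 active = compounds whose plate-normalised and pattern-corrected inhibition of the luciferase reporter signal at the single screening dose is 50% or more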
TWEAK Fn14 block: TWEAK-Fn14 signaling inhibition. AID 1159606. inhibition, % at 10 µM. TWEAK-stimulated Fn14 reporter cells, luciferase luminescence, 8 h. 2% of 360,000 active; in the data active = inhibition above about 50%
LRH-1 inv ag: NR5A2 inverse agonism in reporter assay | inhibition, % at 3.6 µM | HEK293T StAR-luciferase reporter, LRH-1 transfected, 24 h | 0.13% of 360,000 active | O00482 | AID 602396;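 active = inhibition above the mean inhibition of all tested compounds plus 3 SD, cut at about 73% in these data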;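 note: 0% = DMSO wells and 100% = reporter-only cells lacking LRH-1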
ABHD5-PLIN5 inh: inhibitors of human ABHD5-perilipin-5 interaction; Split G. princeps luciferase complementation, luminescence, 4 h; 0.78% of 360,000 active; inhibition, % at 4 µM;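 active = inhibition above the mean inhibition across every tested compound plus 3 SD, cut at about 22% in these data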;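 note: 0% = DMSO only wells and the 100% control is not disclosed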
NCOA3 inh: human NCOA3 inhibition; Q9Y6Q9; HEK293 GAL4-SRC3 luciferase reporter, luminescence; inhibition, % at 3.6 µM; 0.17% of 360,000 active;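 active = inhibition above a per-campaign cutoff, the mean of all compounds plus 3 SD, cut at about 60% in these data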;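 note: 0% = DMSO-treated cells and 100% = gossypol-treated cells at 36 µM; higher means less SRC3-driven luciferase light from the GAL4 reporter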
NR2F2 inh: blocks human COUP-TFII nuclear receptor; inhibition, % at 8.6 µM; AID 686940; 0.7% of 370,000 active; HEK293T NGFI-A luciferase reporter, luminescence;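 active = inhibition above a per-plate cutoff, mean inhibition of test wells between control levels plus 3 SD, cut at about 38% in these data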;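 note: cells cotransfected with COUP-TFII expression vector driving the NGFI-A reporter; 0% = median of COUP-TF2 test wells and 100% = reporter-only cells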
Exocytosis inh: lytic granule exocytosis inhibition | TALL-104 LAMP-1 surface exposure, flow cytometry; cells stimulated with thapsigargin and PMA | inhibition, % at 10 µM | 0.66% of 360,000 active;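 active = inhibition above about 55%, limit read from the data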
* = called active by the depositor; . = not tested or not shown. A portion of the library. The share of hits here may be higher or lower than overall.

SMILES	NOD2-RIPK2 inh	NCOA1 inh	NCOA2 inhibitor	TLR9-MyD88 inh	TROY signal inh	TWEAK Fn14 block	LRH-1 inv ag	ABHD5-PLIN5 inh	NCOA3 inh	NR2F2 inh	Exocytosis inh
N#Cc1cccc(NC(=O)c2cc(C3CCCCN3C(=O)c3cccs3)on2)c1 (stereo not given)	3	4	-17	.	5	4	-8	0	-6	-13	-8
CCN(Cc1ccccc1)C(=O)Cn1c(=O)n(CC(=O)NCc2ccco2)c(=O)c2sccc21	-4	-6	-1	-8	3	-7	0	-1	0	15	-2
Cc1cc(C)nc(SCC(=O)Nn2cnnc2)n1	-3	1	6	-2	5	2	8	0	11	9	-2
CCN1C(=O)/C(=C/c2ccc(C)o2)N(C)C1=S	-4	-11	-3	9	0	1	-5	15	-7	5	58*
COc1ccc(OCC(=O)N2CCN(C(=O)c3ccco3)CC2)cc1	-3	13	-6	-8	14	-5	6	6	2	-13	0
COc1ccc(Cl)cc1NC(=O)CN1CCC(n2nnc3ccccc32)CC1	-9	8	-41	1	13	6	9	4	8	-9	-1
CN(C)C(=O)c1cnc(Sc2ncc(C(F)(F)F)cc2Cl)n1C	-8	4	-4	2	2	-11	-14	-4	-4	12	-1
COc1ccc2cc(-c3ccn[nH]3)ccc2c1	-7	-111	-66	-2	-18	15	-135	3	-111	-25	4
CC(=O)c1ccc(-c2ccc(C(=O)NCC(c3ccc(F)cc3)N3CCOCC3)o2)cc1 (stereo not given)	-3	-8	-14	7	-14	-25	22	-3	-4	-7	1
O=C(NN1CCOCC1)c1sc2cccc(F)c2c1Cl	-12	11	21	1	7	13	-1	-13	5	12	4
O=C1CCCc2sccc2N1	4	-2	7	-3	-6	-16	-10	-4	11	-14	-3
COc1ccc(S(=O)(=O)N2CCN(C(=O)Cc3ccsc3)CC2)cc1	-3	2	-2	-11	-17	12	-17	8	-3	12	-7
CCN(C(=O)COC(=O)c1ccc2c(c1)OCO2)c1c(N)n(Cc2ccccc2)c(=O)[nH]c1=O	-2	9	0	-24	14	-7	13	-2	-14	-15	4
O=C1c2ccccc2C(=O)N1OCc1ccccc1[N+](=O)[O-]	-6	-5	1	-1	-57	-14	-28	-5	3	-8	-2
Cc1ccc(NC(=O)CN(C)S(=O)(=O)c2ccc(Cl)s2)c(O)c1	0	-37	-61	3	-30	-12	-6	1	-17	-1	3
CC(=O)Nc1ccc(S(=O)(=O)N(C)c2ccc(OCC(=O)Nc3ccccc3C(C)=O)cc2)cc1	4	2	-13	3	28	17	13	0	-2	-3	-4
CC1(C)CC(N2CCCC2)=CC(=[N+]2CCCC2)C1	-5	34	26	-1	12	29	49	2	-1	47*	-4
CCCCN1C(=O)C(CC(=O)NC2CCCC2)CC(C(=O)N(C)C)=C1C (stereo not given)	0	-5	2	-5	12	-8	12	-7	-6	-3	14
COC(=O)[C@]1(Cc2ccccc2)N[C@H](CN(C)C(=O)c2ccccc2)[C@@H]2C(=O)N(C)C(=O)[C@@H]21	-11	-4	-5	1	2	-3	1	8	11	6	-3
COCCn1c(C)cc(/C=N/NC(=O)c2cccnc2)c1C	1	-11	-29	-4	-30	3	1	4	-18	2	10
COCCCC1CCN(Cc2nc(-c3ccccc3)no2)CC1	-4	-16	-24	-9	-26	8	-27	-4	0	19	8
Cc1cccc(NC(=O)c2cc(S(=O)(=O)N3CCc4ccccc43)cn2C)c1C	4	6	10	-9	12	21	-8	-2	15	-4	2
Cc1ccc(CNC(=O)CCc2c(C)[nH]c(=O)c(C#N)c2C)cc1	-14	8	-16	6	-2	9	-16	-1	2	-3	3
CC1CCCCN1C(=O)Cn1c(=O)oc2ccccc21 (stereo not given)	-3	9	3	6	3	3	-14	-2	0	-2	-3
Cc1ccc(CNC(=O)c2ccc(CN3CCOCC3)cc2)cc1	7	4	-20	-4	3	-8	11	-3	11	-7	0
COc1cccc(CC(=O)OCC(=O)NNC(=O)c2ccc(Br)cc2)c1	1	-15	2	-6	6	3	-4	0	12	0	5
COc1ccc(C(=O)Nc2ccc3[nH]ncc3c2)cc1	-8	-105	-40	2	-35	27	-138	-10	-95	-52	7
Cc1cc(C)nc(SCC(=O)Nc2ccc(S(=O)(=O)Nc3onc(C)c3C)cc2)n1	-14	-17	-3	-5	-14	-6	11	9	13	3	4
CCOC(=O)c1cc2nc(OCC)nc(OCC)c2[nH]1	-2	-2	-23	-5	12	30	7	11	8	7	-18
O=C(NCCOc1ccc2ccccc2c1)c1cncc(Br)c1	-3	-15	-16	10	-4	9	1	0	4	-1	22

Profiles, quoted from the list. Screens in order: NOD2-RIPK2 inh | NCOA1 inh | NCOA2 inhibitor | TLR9-MyD88 inh | TROY signal inh | TWEAK Fn14 block | LRH-1 inv ag | ABHD5-PLIN5 inh | NCOA3 inh | NR2F2 inh | Exocytosis inh
Record of Cc1ccc(CNC(=O)c2ccc(CN3CCOCC3)cc2)cc1 = 7 | 4 | -20 | -4 | 3 | -8 | 11 | -3 | 11 | -7 | 0
Record of Cc1cccc(NC(=O)c2cc(S(=O)(=O)N3CCc4ccccc43)cn2C)c1C = 4 | 6 | 10 | -9 | 12 | 21 | -8 | -2 | 15 | -4 | 2
Record of O=C(NCCOc1ccc2ccccc2c1)c1cncc(Br)c1 = -3 | -15 | -16 | 10 | -4 | 9 | 1 | 0 | 4 | -1 | 22

Next part
SMILES	NOD2-RIPK2 inh	NCOA1 inh	NCOA2 inhibitor	TLR9-MyD88 inh	TROY signal inh	TWEAK Fn14 block	LRH-1 inv ag	ABHD5-PLIN5 inh	NCOA3 inh	NR2F2 inh	Exocytosis inh
NS(=O)(=O)c1cc(C(=O)NCCc2ccccn2)ccc1Cl	-10	17	8	-4	18	-11	2	14	17	-6	-3
CCNC(=S)N/N=C/c1cn(Cc2ccccc2F)c2ccccc12	-9	-18	-14	3	-5	3	-8	-2	6	13	-12
CCCNC(=O)COC(=O)/C=C/c1ccc(C)o1	1	-18	-4	10	4	-6	-6	10	18	-7	-2
COc1ccc(OC)c(NC(=O)c2ccc3c(=O)n(CCc4ccccc4)c(=S)[nH]c3c2)c1	-17	-1	-12	1	48	-14	4	-2	7	-7	42
Cc1ccc2nc(-c3ccccc3NC(=O)CCC(=O)O)c(=O)[nH]c2c1	-6	4	-1	-6	-1	10	12	0	4	11	-4
Cc1cccc(NC(=O)c2ccc(OC3CSC3)cc2)c1	-11	-80	-52	1	-73	-12	-185	-1	-56	-59	2
S=C(NCc1ccccc1)N1CCN(Cc2ccc3c(c2)OCO3)CC1	2	-7	12	-1	-33	-7	5	8	24	11	-3
O=C1c2ccccc2C(Nc2ccc(S(=O)(=O)N3CCOCC3)cc2)N1Cc1ccco1 (stereo not given)	-9	-5	-10	2	-7	7	0	-5	9	13	-2
Nc1nc(SCC(=O)Nc2ccccc2Sc2ccc(Cl)cc2)n[nH]1	5	-17	11	-3	11	13	6	-4	24	18	0
CN1CCC(N2CCN(C3CN(CCc4ccccc4)S(=O)(=O)C3)CC2)CC1 (stereo not given)	-6	10	-9	.	4	-10	-5	-1	20	-17	4
Cn1c(C(=O)NCCN2CCc3ccccc3C2)cc2c(=O)[nH]c3ccccc3c21	-7	-5	-13	1	17	6	-18	4	6	-8	-1
Cc1ccc(S(=O)(=O)N/N=C/c2ccc(O)c(O)c2)cc1[N+](=O)[O-]	2	-15	-26	2	-56	7	4	1	-2	7	-2
O=C(CSc1nnc(CNc2ccc(F)cc2)o1)N1c2ccccc2Sc2ccccc21	-3	6	16	-9	27	39	-4	-7	12	20	15
CCOC(=O)Cn1c(S(=O)(=O)Cc2ccc(F)cc2)nc(-c2ccccc2)c1-c1ccccc1	-8	-42	-3	11	28	-50	-5	-10	-60	-2	4
COCCNC(=O)C1(C)CCN(C(=O)c2cc(C)n(C(C)(C)C)n2)C1 (stereo not given)	5	-14	-13	.	-3	-20	-8	-11	-24	10	-1

Given with two lines to a compound: entries from further up
Results follow in this order: NOD2-RIPK2 inh | NCOA1 inh | NCOA2 inhibitor | TLR9-MyD88 inh | TROY signal inh | TWEAK Fn14 block | LRH-1 inv ag | ABHD5-PLIN5 inh | NCOA3 inh | NR2F2 inh | Exocytosis inh
Cc1ccc2nc(-c3ccccc3NC(=O)CCC(=O)O)c(=O)[nH]c2c1
  -6 | 4 | -1 | -6 | -1 | 10 | 12 | 0 | 4 | 11 | -4
Cc1cccc(NC(=O)c2ccc(OC3CSC3)cc2)c1
  -11 | -80 | -52 | 1 | -73 | -12 | -185 | -1 | -56 | -59 | 2
S=C(NCc1ccccc1)N1CCN(Cc2ccc3c(c2)OCO3)CC1
  2 | -7 | 12 | -1 | -33 | -7 | 5 | 8 | 24 | 11 | -3
O=C1c2ccccc2C(Nc2ccc(S(=O)(=O)N3CCOCC3)cc2)N1Cc1ccco1 (stereo not given)
  -9 | -5 | -10 | 2 | -7 | 7 | 0 | -5 | 9 | 13 | -2
Nc1nc(SCC(=O)Nc2ccccc2Sc2ccc(Cl)cc2)n[nH]1
  5 | -17 | 11 | -3 | 11 | 13 | 6 | -4 | 24 | 18 | 0
CN1CCC(N2CCN(C3CN(CCc4ccccc4)S(=O)(=O)C3)CC2)CC1 (stereo not given)
  -6 | 10 | -9 | . | 4 | -10 | -5 | -1 | 20 | -17 | 4

Later entries:
SMILES	NOD2-RIPK2 inh	NCOA1 inh	NCOA2 inhibitor	TLR9-MyD88 inh	TROY signal inh	TWEAK Fn14 block	LRH-1 inv ag	ABHD5-PLIN5 inh	NCOA3 inh	NR2F2 inh	Exocytosis inh
COCCCNCCOCCOc1ccc(Cl)cc1Br	-1	-1	13	5	-6	-3	-9	4	18	-20	-11
CCOC(=O)CN(C(=O)CSc1nnc(-c2cccc(OC)c2)o1)c1ccc(F)cc1	-2	3	4	-3	-6	-3	-7	3	7	22	-2
S=C(Nc1cccc(Cl)c1Cl)N1CCCC1	2	-3	12	11	5	-14	-5	1	6	-22	-1
COc1ccc(CN(CC(=O)NCc2ccc(F)cc2)C(=O)CCC(=O)Nc2cc(C)ccn2)cc1	-5	-3	-37	2	-19	-16	-6	0	-12	10	10
O=C1CCCC(O)=C1C=Nc1ccc2c(c1)oc1ccccc12	-3	-42	-25	7	-47	-11	-69	-5	-29	-18	4
Cc1cccc2cc3ccccc3nc12	-12	-13	2	-6	-17	-3	10	6	1	8	-3
CC(C)C[C@@H]1CN(CCCC[C@H]2CNC(=O)C(=O)N2CCC2CCCCC2)C(=O)C(=O)N1CCC1CCCCC1	-17	.	1	.	-31	61*	5	6	.	10	6
CSc1nc(S(=O)(=O)c2ccc(C)cc2)c(N2CCOCC2)s1	-5	-10	-1	-2	1	-1	-8	5	6	-1	-8

Screening results deposited in PubChem BioAssay by several laboratories.
